Screens (PubChem BioAssay)
Gli-Sufu block: antagonists of Gli-Sufu signaling; 340,000 tested, 0.74% active; Sufu-KO-LIGHT fibroblasts, Gli luciferase reporter luminescence; inhibition, % at 5 µM;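 active = inhibition above about 55%, limit read from the data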;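 note: 0% = DMSO-treated cells and 100% = wells with medium but no cells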
Apaf-1 inh: inhibitors of human Apaf-1 apoptosome | 330,000 tested, 0.71% active | O14727 | inhibition, % at 20 µM | reconstituted apoptosome caspase-3 activity, DEVD-Rh110 fluorescence; active = inhibition of at least 40% at 20 µM;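 note: plate controls were DMSO wells for no effect and DEVD-CHO caspase inhibitor wells for full effect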
Target sequence (O14727 whole entry, looked up): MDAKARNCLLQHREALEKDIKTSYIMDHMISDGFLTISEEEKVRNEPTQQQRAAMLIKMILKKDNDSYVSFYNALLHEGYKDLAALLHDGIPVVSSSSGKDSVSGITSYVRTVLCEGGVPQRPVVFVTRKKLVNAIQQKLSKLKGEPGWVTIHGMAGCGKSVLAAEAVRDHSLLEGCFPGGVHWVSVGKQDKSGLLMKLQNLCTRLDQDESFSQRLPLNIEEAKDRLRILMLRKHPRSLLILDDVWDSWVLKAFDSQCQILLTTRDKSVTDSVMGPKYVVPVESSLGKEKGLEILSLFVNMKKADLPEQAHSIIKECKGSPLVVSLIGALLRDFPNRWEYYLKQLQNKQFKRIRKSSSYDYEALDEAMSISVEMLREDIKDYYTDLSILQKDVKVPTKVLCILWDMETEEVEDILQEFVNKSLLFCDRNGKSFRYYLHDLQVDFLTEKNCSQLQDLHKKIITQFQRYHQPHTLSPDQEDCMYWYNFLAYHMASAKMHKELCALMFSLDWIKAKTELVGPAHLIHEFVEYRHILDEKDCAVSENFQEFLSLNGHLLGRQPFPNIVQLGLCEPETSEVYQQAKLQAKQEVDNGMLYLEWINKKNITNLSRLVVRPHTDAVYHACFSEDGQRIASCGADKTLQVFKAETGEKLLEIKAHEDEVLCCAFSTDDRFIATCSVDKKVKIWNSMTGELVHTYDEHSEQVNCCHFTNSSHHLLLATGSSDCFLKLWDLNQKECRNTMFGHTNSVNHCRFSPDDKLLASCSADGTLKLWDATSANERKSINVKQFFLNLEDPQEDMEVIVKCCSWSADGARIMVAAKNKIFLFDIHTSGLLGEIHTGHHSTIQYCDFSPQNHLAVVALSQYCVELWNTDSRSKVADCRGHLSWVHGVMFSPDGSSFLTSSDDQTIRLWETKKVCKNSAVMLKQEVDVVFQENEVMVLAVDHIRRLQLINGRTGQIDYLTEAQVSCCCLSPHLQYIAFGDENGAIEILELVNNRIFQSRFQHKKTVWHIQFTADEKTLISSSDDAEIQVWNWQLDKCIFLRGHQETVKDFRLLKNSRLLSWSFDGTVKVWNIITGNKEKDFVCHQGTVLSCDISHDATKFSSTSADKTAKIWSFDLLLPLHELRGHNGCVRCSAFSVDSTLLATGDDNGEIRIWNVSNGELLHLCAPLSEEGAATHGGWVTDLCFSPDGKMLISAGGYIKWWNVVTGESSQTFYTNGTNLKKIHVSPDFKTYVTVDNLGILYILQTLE
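Material: reconstituted apoptosome with Apaf-1, cytochrome c, caspase-9, procaspase-3, dATP; medium: pH 7.5 Hepes buffer with CHAPS, BSA, DTT; also added: cytochrome c and DEVD-Rh110 substrate; timing: 30 min plus 50 min, RT; signal: Rh110 fluorescence intensity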
Jurkat NFkB inh: lowers PMA/ionomycin-induced NF-kB signal in Jurkat cells. PMA/ionomycin-induced NF-kB luciferase reporter, luminescence. inhibition, % at 4 µM. 330,000 tested, 0.53% active. AID 435003
UBC13 polyUb: human UBC13 polyubiquitination inhibition; 330,000 tested, 0.47% active; P61088; UBC13 polyubiquitin chain formation, TR-FRET; inhibition, % at 20 µM; in the data active = inhibition above about 45%, passing the limit was not always enough; inconclusive = no clear call, values can overlap the other calls
CCR6 antag: antagonists of human CCR6 receptor; P51684; inhibition, % at 20 µM; AID 493098; 340,000 tested, 0.49% active; CHO-K1 CCR6 PathHunter beta-arrestin, luminescence, CCL20-stimulated;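 active = compounds whose inhibition of the agonist-driven luminescence signal at 20 µM reaches about 50%, limit read from the data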;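 note: cells stimulated with CCL20 at 14 nM final; plate controls were DMSO with CCL20 for no effect and DMSO without agonist for full effect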
EBI2 antag: blocks human EBI2 receptor beta-arrestin signaling; EBI2 beta-arrestin recruitment, luminescence, 7a,25-OHC stimulated; inhibition, % at 5 µM; 360,000 tested, 0.81% active; AID 651636; in the data active = inhibition above about 38%;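 note: enzyme fragment complementation signal reports receptor beta-arrestin coupling in cells; 0% = agonist plus DMSO wells and 100% = wells without agonist; some results beyond the cut were filed as inactive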
697 NFkB inh: lowers PMA/ionomycin-induced NF-kB signal in 697 B cells. 697 B-cell NF-kB luciferase reporter, 16 h. inhibition, % at 4 µM. 330,000 tested, 0.33% active. AID 435022; in the data active = inhibition above about 35%
SENP8 inh: SENP8 protease inhibition; Q96LD8; purified SENP8, Z-RLRGG-aminoluciferin cleavage, luminescence; inhibition, % at 10 µM; 330,000 tested, 1.2% active
Numbers without * were called inactive; ? = inconclusive; . = no result given. Cut-off read from the data, not from the text of the source, unless noted: active = inhibition above about 50%; inactive = the rest. An excerpt; count on the stated rates, not on these rows.

The opening 15 compounds as a preview:
No.	Molecule	Apaf-1 inh	CCR6 antag	EBI2 antag	Gli-Sufu block
1	Cc1cc(C)nc(Sc2nc(C)nc3c2oc2ccccc23)n1	5	15	-13	12
2	COC(=O)/C(C#N)=C/c1c(N2CCN(c3cccc(Cl)c3)CC2)nc2c(C)cccn2c1=O	23	26	25	13
3	Cc1ccc(S(=O)(=O)CCC(=O)Oc2ccc3c(C)cc(=O)oc3c2)cc1	3	1	-3	-7
4	O=C1NC(c2ccc(-c3ccccc3[N+](=O)[O-])o2)C(C(=O)c2ccccc2)C(O)(C(F)(F)F)N1 (stereo not given)	16	-15	1	0
5	OCCC1CN(Cc2cc3ccccc3o2)CCN1Cc1ccc(F)cc1 (stereo not given)	0	-5	1	8
6	COC(=O)c1cccc(N/C=C(\[N+](=O)[O-])S(=O)(=O)c2ccccc2)c1	1	4	-2	10
7	Clc1ccc(CN2CCCCCCC2)cc1Cl	-4	18	-4	8
8	O=C(Nc1ccc(F)cc1)c1nc2c(nnn2Cc2cccc3ccccc23)c(=O)[nH]1	5	9	4	13
9	Cc1ccc(-n2nc(C)c3c(C(=O)OCC(=O)N(C)C4CCS(=O)(=O)C4)cc(-c4ccccc4)nc32)cc1 (stereo not given)	11	6	24	4
10	O=C(/C=C(\c1ccc(Cl)cc1)n1cncn1)c1ccc(Cl)cc1	11	10	9	6
11	CCCCN(C)C(=O)C1CCCN(S(=O)(=O)c2ccc3c(c2)CC(C)N3C(=O)C2CC2)C1 (stereo not given)	4	18	-5	11
12	O=C(Nc1ccc(COc2ccccc2)cc1)c1cccc([N+](=O)[O-])c1	-3	7	3	-12
13	CCCN(CCC)S(=O)(=O)c1cccc(-c2csc(C)n2)c1	-8	23	2	5
14	CCCC(=O)N(CC(=O)Nc1sc(C)c(C)c1C(N)=O)Cc1ccccc1	1	8	-8	2

No.	697 NFkB inh	SENP8 inh	Jurkat NFkB inh	UBC13 polyUb
1	0	-12	8	2
2	-2	5	-14	-7
3	12	6	7	22
4	17	3	4	-20
5	-15	-7	14	0
6	5	-3	3	-7
7	24	3	-5	3
8	6	12	-9	-18
9	-15	0	-1	16
10	27	-6	-7	0
11	-7	2	5	16
12	-64	-4	-25	-18
13	13	5	-6	0
14	5	-3	0	10

No.	Molecule	Apaf-1 inh	CCR6 antag	EBI2 antag	Gli-Sufu block
15	Cc1ccc2cc(CN(C(=O)C3CCCO3)C3CCCCC3)c(=O)[nH]c2c1 (stereo not given)	9	-5	-4	3

No.	697 NFkB inh	SENP8 inh	Jurkat NFkB inh	UBC13 polyUb
15	0	-4	-14	-9

The whole of this part, repeating the preview:
No.	Molecule	Apaf-1 inh	CCR6 antag	EBI2 antag	Gli-Sufu block
1	Cc1cc(C)nc(Sc2nc(C)nc3c2oc2ccccc23)n1	5	15	-13	12
2	COC(=O)/C(C#N)=C/c1c(N2CCN(c3cccc(Cl)c3)CC2)nc2c(C)cccn2c1=O	23	26	25	13
3	Cc1ccc(S(=O)(=O)CCC(=O)Oc2ccc3c(C)cc(=O)oc3c2)cc1	3	1	-3	-7
4	O=C1NC(c2ccc(-c3ccccc3[N+](=O)[O-])o2)C(C(=O)c2ccccc2)C(O)(C(F)(F)F)N1 (stereo not given)	16	-15	1	0
5	OCCC1CN(Cc2cc3ccccc3o2)CCN1Cc1ccc(F)cc1 (stereo not given)	0	-5	1	8
6	COC(=O)c1cccc(N/C=C(\[N+](=O)[O-])S(=O)(=O)c2ccccc2)c1	1	4	-2	10
7	Clc1ccc(CN2CCCCCCC2)cc1Cl	-4	18	-4	8
8	O=C(Nc1ccc(F)cc1)c1nc2c(nnn2Cc2cccc3ccccc23)c(=O)[nH]1	5	9	4	13
9	Cc1ccc(-n2nc(C)c3c(C(=O)OCC(=O)N(C)C4CCS(=O)(=O)C4)cc(-c4ccccc4)nc32)cc1 (stereo not given)	11	6	24	4
10	O=C(/C=C(\c1ccc(Cl)cc1)n1cncn1)c1ccc(Cl)cc1	11	10	9	6
11	CCCCN(C)C(=O)C1CCCN(S(=O)(=O)c2ccc3c(c2)CC(C)N3C(=O)C2CC2)C1 (stereo not given)	4	18	-5	11
12	O=C(Nc1ccc(COc2ccccc2)cc1)c1cccc([N+](=O)[O-])c1	-3	7	3	-12

No.	697 NFkB inh	SENP8 inh	Jurkat NFkB inh	UBC13 polyUb
1	0	-12	8	2
2	-2	5	-14	-7
3	12	6	7	22
4	17	3	4	-20
5	-15	-7	14	0
6	5	-3	3	-7
7	24	3	-5	3
8	6	12	-9	-18
9	-15	0	-1	16
10	27	-6	-7	0
11	-7	2	5	16
12	-64	-4	-25	-18

Going on with the list.
No.	Molecule	Apaf-1 inh	CCR6 antag	EBI2 antag	Gli-Sufu block
13	CCCN(CCC)S(=O)(=O)c1cccc(-c2csc(C)n2)c1	-8	23	2	5
14	CCCC(=O)N(CC(=O)Nc1sc(C)c(C)c1C(N)=O)Cc1ccccc1	1	8	-8	2
15	Cc1ccc2cc(CN(C(=O)C3CCCO3)C3CCCCC3)c(=O)[nH]c2c1 (stereo not given)	9	-5	-4	3
16	CCn1c(CNC(=O)c2ccco2)nnc1SCC(=O)Nc1cc(C)c(C)cc1Br	1	-9	6	9
17	Cc1cc(NC(=O)C(C)SCC(=O)OCC(=O)N(Cc2ccccc2)C(C)(C)C)no1 (stereo not given)	4	17	4	-4
18	O=C(c1ccc(OC2CCN(Cc3ccc(C(F)(F)F)cc3)CC2)cc1)N1CCCCC1	23	9	7	-18
19	O=c1c2oc3ccccc3c2[nH]c(=S)n1-c1ccc(F)cc1	-27	0	-11	-2
20	CCC(NS(=O)(=O)c1ccc(C)cc1)C(=O)N1CCC2(O)CCCCC2C1 (stereo not given)	-11	2	-3	-11
21	CCN1CCCC1CNC(=O)C1CCN(Cc2nc(-c3cccc(Br)c3)oc2C)CC1 (stereo not given)	-90	11	-2	20
22	O=C(CN1C(=O)c2cccc([N+](=O)[O-])c2C1=O)NNC(=O)c1ccc(F)cc1	-14	6	-5	-5
23	CCc1nn(CC(=O)N2CCCCCC2)c(=O)c2cc3ccccc3n12	7	15	-13	43
24	O=C(CNC(=O)C1CCCC1)Nc1ccccc1Br	-11	-7	3	-2

No.	697 NFkB inh	SENP8 inh	Jurkat NFkB inh	UBC13 polyUb
13	13	5	-6	0
14	5	-3	0	10
15	0	-4	-14	-9
16	-19	-3	-5	-5
17	1	-7	3	-4
18	-26	-2	24	-6
19	-3	3	-6	?
20	0	0	1	4
21	-6	-7	-11	17
22	15	7	5	6
23	-5	-2	0	-10
24	19	10	-5	5

Other results
No.	Molecule	Apaf-1 inh	CCR6 antag	EBI2 antag	Gli-Sufu block
25	N#C/C(=C\c1cccs1)C(=O)NCc1ccccc1	-9	-5	-1	2
26	CCOC(=O)c1ccc(NC(=O)c2ccc3c(c2)C(=O)N(CC2CCCO2)C3=O)cc1 (stereo not given)	8	8	9	-4
27	Cc1nc2c([nH]c3ccccc32)c(=O)n1N	-2	12	-5	-34
28	CC(=O)N1c2ccc(S(=O)(=O)NCCC(=O)NCc3ccc(N(C)C)cc3)cc2CC1C (stereo not given)	-4	8	0	37
29	CCCCCN(C(=O)CCC(=O)OCC(=O)N1C(C)CCCC1C)c1c(N)n(CCCC)c(=O)[nH]c1=O (stereo not given)	-6	14	-13	1
30	CCN(CC)Cc1c(C(=O)OC)nnn1-c1nonc1N	-2	3	-10	-7
31	CCCCN(C(=O)CCC(=O)Nc1cc(C)on1)C(C(=O)NC1CCCC1)c1ccc(F)cc1 (stereo not given)	27	8	13	-6
32	COC/C=C/C1=CC2=CC(=O)C(C)(OC(=O)c3cnc4ccccc4n3)C(=O)C2=CN1c1cccc(C#N)c1 (stereo not given)	0	.	.	.
33	Cc1ccc(CNC(=O)C(Cc2ccccc2)NS(=O)(=O)c2cccs2)cc1 (stereo not given)	-8	-4	1	4
34	CC(C)COP(=O)(OCC(C)C)C(O)c1ccccc1F (stereo not given)	0	-12	1	-12
35	Cc1ccc(NCCC(=O)c2ccc(Cl)cc2)cc1C	6	-26	8	-25
36	Cn1c(SCC(N)=O)nnc1-c1ccc(S(=O)(=O)N2CCCC2)cc1	-1	-10	-2	-17

No.	697 NFkB inh	SENP8 inh	Jurkat NFkB inh	UBC13 polyUb
25	0	-2	-4	4
26	-19	3	27	-8
27	9	-3	-27	-2
28	-9	-7	4	-3
29	5	-3	-1	0
30	16	-8	4	4
31	-8	2	10	-2
32	22	5	6	-58
33	12	0	9	-2
34	27	1	2	10
35	12	0	5	10
36	13	10	-2	4

(list continues)
No.	Molecule	Apaf-1 inh	CCR6 antag	EBI2 antag	Gli-Sufu block
37	C/C(=N/NC(=O)C1CC1(c1ccccc1)c1ccccc1)c1ccco1 (stereo not given)	15	1	1	-2
38	COc1ccc(/C=C2\SC(=S)N(C(C(=O)O)c3ccccc3)C2=O)c(OC)c1 (stereo not given)	8	14	-7	3
39	C=CCN(c1ccccc1)S(=O)(=O)c1cccc(C(=O)N(CC)CC(=O)Nc2c(F)cccc2F)c1	0	12	3	3
40	C=CCOc1ccc(/C(CC)=N/O)cc1OC	-4	9	-9	-9
41	Nc1ccc2nc(SCC(=O)c3ccccc3)sc2c1	-5	-1	-6	12
42	COc1ccc(OC)c(CNn2c(-c3cccc(C)c3)nc3ccccc3c2=O)c1	9	2	12	-6
43	CC(C)CNC(=O)C(=O)NCC1OCCCN1S(=O)(=O)c1cccs1 (stereo not given)	6	5	4	7
44	C/C(N)=C(/C#N)C(=O)COC(=O)c1ccc(OCC2CCCO2)cc1 (stereo not given)	3	1	-18	-15
45	CCOc1ccc(-c2nnc(SCC(=O)O)n2Cc2ccccc2)cc1	-6	-12	-8	-5
46	O=C(NCc1ccncc1)c1cc2ccccc2nc1Cl	-15	2	-17	-1
47	O=C1CN(S(=O)(=O)c2cc(Br)ccc2Br)CCN1	-3	8	-1	-3
48	c1ccc2oc(-c3[nH]ncc3CN3CCC(N4CCSCC4)CC3)cc2c1	7	13	18	25

No.	697 NFkB inh	SENP8 inh	Jurkat NFkB inh	UBC13 polyUb
37	13	-1	0	0
38	1	7	6	-11
39	13	1	6	-4
40	-28	1	-7	6
41	4	7	14	-9
42	8	9	-11	7
43	13	3	10	2
44	-8	-10	-24	-4
45	-5	-2	-8	6
46	15	0	11	-2
47	-9	-9	-8	-7
48	9	-2	-3	3

(continued)
No.	Molecule	Apaf-1 inh	CCR6 antag	EBI2 antag	Gli-Sufu block
49	O=C1CC2(CCN(C(=O)COc3ccccc3)CC2)Oc2ccccc21	6	3	46*	-5
50	COc1ccc(C/C(N)=N/O)cc1	-9	-20	-26	-3
51	CCc1cc2c(=O)c(Oc3ccccc3)c(C)oc2cc1O	4	2	-14	4
52	O=C(CSc1ncn[nH]1)Nc1cc(S(=O)(=O)N2CCCC2)ccc1Cl	-13	6	-2	-27
53	COCCCNC(=O)/C(C#N)=C/c1ccc(OCC(=O)O)c(OC)c1	-19	8	-1	1
54	C/C=C(/C)C(=O)Nc1cccc(C2=NOC3(C2)C[C@H](C(N)=O)N(C(=O)Cc2ccc([N+](=O)[O-])cc2)C3)c1 (stereo not given in full)	0	2	-6	-12
55	CC(=O)c1ccc(N2CCN(C(=O)c3cc4c(s3)CCCC4)CC2)cc1	19	10	15	-9

No.	697 NFkB inh	SENP8 inh	Jurkat NFkB inh	UBC13 polyUb
49	9	-8	4	-4
50	8	-6	-9	16
51	15	4	11	17
52	12	-5	10	1
53	25	2	5	-4
54	16	-4	-1	-2
55	-16	-5	-10	-10
